Screening results (PubChem)
NPSR antag: blocks cAMP signaling of the human neuropeptide S receptor; Q6W5P4; CHO-NPSR cells, cAMP TR-FRET, antagonist mode; Potency, µM (titrated, usually from 38.3 µM), for inactives: at the highest dose activity change, negative = inhibition, actives largely listed as inhibitors; hit rate 1% among 220,000; also: potency is read from the fitted curve at half-maximal effect; % is scaled to controls: 0 for no effect and ±100 for the full control effect; nearly all actives have a fitted effect of over 50% in size; many of its hits are not listed in these tables
TexasRed fluor: counter-screen for TRb-SRC2 inhibitors: fluorescence interference. TRb/SRC2 Texas Red total fluorescence interference. Potency, µM (doses to about 106 µM), inactives show at the top dose fluorescence change, negative = quenching. hit rate 0.29% among 280,000. AID 1479; active = well fitted curve in either direction with a large enough effect; inconclusive = small, poorly fitted or top-dose-only effect; also: potency is read from the fitted curve at half-maximal effect; % is scaled to controls: 0 for no effect and ±100 for the full control effect
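Flags fluorescent or light-absorbing compounds by total fluorescence, S + 2P, at 555 nm excitation and 632 nm emission. Mixture: 20 nM Texas Red SRC2 peptide, 0.6 uM human TRb LBD, 1 uM T3, 5% DMSO; compound exposure 5 h at ambient temperature.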
Tau fluor cs: counter-screen for tau fibril formation inhibitors; tau K18 P301L Alexa594 fluorescence, heparin fibrillization; Potency, µM (titrated, usually from 57.7 µM), without a hit: top-dose activity change, negative = decrease; hit rate 0.93% among 280,000; also: potency is read from the fitted curve at half-maximal effect; % is scaled to controls: 0 for no effect and ±100 for the full control effect; nearly all actives have a fitted effect of over 55% in size
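Human tau K18 P301L (15 uM unlabeled, 0.24 uM Alexa 594-labeled) in 100 mM sodium acetate pH 7 with 20 uM heparin, 6 hr at 37 C. ThT 30 uM added, 1 hr ambient; Alexa 594 FP and total fluorescence read at 555/632 nm.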
Epigenetic derep: epigenetic control regulation, reporter derepression; hit rate 0.2% among 280,000; Potency, µM (highest dose often 53.9 µM), for the others: at the top dose GFP activation, hits mostly activators; murine LDR cells, GFP reporter derepression, 30 h; also: potency is read from the fitted curve at half-maximal effect; % of control where 0% means no effect; nearly all actives have a fitted effect of over 60% in size
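Murine LDR cells bearing a silenced CMV-driven GFP reporter were exposed to compound for 30 h at 37 C. After PBS washes, GFP-positive cells (20-120 um objects) counted by laser-scanning microplate cytometry.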
CBFb-RUNX1 inh: blocks binding between human CBF-beta and RUNX1; Q01196+Q13951; AlphaScreen CBFb-His/RUNX1-biotin binding, biochemical; Potency, µM (titrated, usually from 59.8 µM), for inactives: top-dose activity, negative = inhibition, usual class: inhibitors; 230,000 tested, under 10 active; also: % of control where 0% means no effect
Target sequence (Q01196 whole entry, looked up): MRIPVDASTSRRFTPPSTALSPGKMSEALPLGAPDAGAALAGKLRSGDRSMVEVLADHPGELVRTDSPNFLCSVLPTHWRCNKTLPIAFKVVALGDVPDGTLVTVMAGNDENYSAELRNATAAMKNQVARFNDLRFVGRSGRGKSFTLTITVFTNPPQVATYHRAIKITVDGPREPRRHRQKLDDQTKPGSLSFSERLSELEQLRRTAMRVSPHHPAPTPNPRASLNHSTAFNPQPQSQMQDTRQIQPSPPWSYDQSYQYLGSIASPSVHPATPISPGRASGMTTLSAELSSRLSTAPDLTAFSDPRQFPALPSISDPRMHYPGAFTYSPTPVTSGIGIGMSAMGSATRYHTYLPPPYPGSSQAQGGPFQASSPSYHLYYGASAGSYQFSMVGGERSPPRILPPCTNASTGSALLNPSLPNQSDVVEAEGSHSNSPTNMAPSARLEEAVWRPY
Target sequence (Q13951 whole entry, looked up): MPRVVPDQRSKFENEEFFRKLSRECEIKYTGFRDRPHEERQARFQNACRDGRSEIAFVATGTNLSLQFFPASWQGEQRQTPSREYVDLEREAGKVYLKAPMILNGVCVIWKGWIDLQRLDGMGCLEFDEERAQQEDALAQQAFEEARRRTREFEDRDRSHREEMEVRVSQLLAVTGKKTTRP
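CBFb-His/RUNX1-biotin, 30 nM each, preincubated 20 min RT; compound 15 min RT; Ni + streptavidin beads 50 ng each, 90 min RT; AlphaScreen read.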
Tau FP inhib: blocks human tau fibril formation measured by polarization. P10636. K18 P301L tau heparin fibrillization, Alexa594 FP, 6 h. Potency, µM (titrated, usually from 57.7 µM), for inactives: at the top dose activity, negative = inhibition, usual class: inhibitors. hit rate 0.39% among 280,000. AID 1468; also: potency is read from the fitted curve at half-maximal effect; % is scaled to controls: 0 for no effect and ±100 for the full control effect; nearly all actives have a fitted effect of over 55% in size
Target sequence (P10636 561-689 P618L limits assumed): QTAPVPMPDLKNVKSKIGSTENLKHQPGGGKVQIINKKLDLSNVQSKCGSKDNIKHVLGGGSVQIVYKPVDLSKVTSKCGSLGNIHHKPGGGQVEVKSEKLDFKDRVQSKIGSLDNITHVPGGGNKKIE
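Human tau K18 […] P301L fragment, 15 uM unlabeled plus 0.24 uM Alexa 594-labeled tau (final), with compound and 20 uM heparin in 100 mM sodium acetate pH 7; 6 hr at 37 C, then Alexa 594 FP read.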
aGal spleen mod: alpha-galactosidase A (human) modulation. Potency, µM (top dose mostly 80 µM), for the others: at the top dose activity change, negative = inhibition, hits mostly inhibitors. human spleen homogenate, 4MU-alpha-Gal fluorescence, 40 min. hit rate 0.008% among 240,000. AID 2107. P06280;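 also: potency is read from the fitted curve at half-maximal effect; 0% = enzyme with vehicle and -100% = no enzyme basal signal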
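Human spleen homogenate (1 ug) as enzyme source, 4-methylumbelliferyl-alpha-D-galactopyranoside 1 mM final, citrate/phosphate pH 5.0 with 0.01% Tween-20. Compounds 40 min at 37C, NaOH/glycine stop; fluorescence Ex 365/Em 440, Hill-fit AC50.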
TRb SRC2 PPI: disrupts binding of human TR beta to SRC2 | P10828 | TRbeta-SRC2 peptide binding, fluorescence polarization; receptor liganded with 1 µM T3 | Potency, µM (doses to about 106 µM), without a hit: top-dose activity change, negative = inhibition, hits mostly inhibitors | hit rate 0.065% among 280,000;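 also: potency is read from the fitted curve at half-maximal effect; plate controls were bound peptide for no effect and peptide without receptor for full effect; nearly all actives have a fitted effect of over 50% in size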
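Human TRb ligand-binding domain (0.6 uM) is mixed with 20 nM Texas Red SRC2 peptide and 1 uM T3; after compound addition and 5 hr at ambient temperature, polarization is measured and normalized to unbound and bound controls.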
* = called active by the depositor; ? = inconclusive; . = not tested or not shown; [ ] = another dose, or the depositor's remark. Unless noted, calls follow the shape of the dose curve; as a rule, active = well fitted curve in the direction sought with a large enough effect; inconclusive = small, poorly fitted or top-dose-only effect, or another doubt; inactive = no such curve, though single readings can be large; an effect the other way counts as inactive or inconclusive. Some of the compounds tested; rates above refer to the full screens.

Values in the order: NPSR antag	TexasRed fluor	Tau fluor cs	Epigenetic derep	CBFb-RUNX1 inh	Tau FP inhib	aGal spleen mod	TRb SRC2 PPI
(1) COc1ccc(-n2c(C)nc3cc(C(=O)O)ccc32)cc1
 : -13%[46.1 µM]	4%	-5%	-1.0%	4%	6%	2%	-3%
(2) CN(C)c1cc[n+](CC(=O)N2c3ccccc3Sc3ccccc32)cc1
 : 3%	-3%	-1%	-1.9%	2%	4%	4%	0%
(3) COc1ccc(CCNC(=O)C2CC(c3cccc([N+](=O)[O-])c3)=NO2)cc1 (stereo not given)
 : -10%[46.1 µM]	-3%	-14%	1.1%	1%	-6%	5%	-8%
(4) CCN1CCN(C(c2ccccc2)c2nnnn2Cc2ccccc2)CC1 (stereo not given)
 : 2%[46.1 µM]	-3%	-6%	-1.2%	3%	-2%	-1%	-14%
(5) C[C@]12CC[C@@H](O)C[C@@H]1CC[C@@H]1[C@@H]2CC[C@]2(C)C=CC[C@@H]12
 : .	-1%	-5%	1.1%	2%	-1%	-4%	1%
(6) CC(=O)c1cccc(NC(=O)COC(=O)CCc2ccc(S(=O)(=O)N3CCOCC3)cc2)c1
 : 0%	0%	-5%	4.5%	3%	5%	-3%	0%
(7) CCOc1ccc(C(=O)N2CCC(c3noc(-c4ccc(S(=O)(=O)N5CCCC5)cc4)n3)CC2)cc1
 : .	0%	-4%	14%	.	1%	.	3%
(8) CCc1nnc(SCC(=O)Nc2ccc(F)cc2F)c2cc3sc(C)cc3n12
 : .	-4%	-1%	-1.8%	.	-2%	.	-5%
(9) COCC1CCN(Cc2cn(-c3ccccc3F)nc2-c2cc(C)sc2C)CC1
 : 0%	-1%	1%	3.2%	4%	9%	2%	4%
(10) CCS(=O)(=O)N1Cc2ccccc2CC1C(=O)Nc1nnc(SCc2c(Cl)cccc2Cl)s1 (stereo not given)
 : -17%	0%	-27%	-0.9%	-5%	-3%	-2%	12%
(11) O=C(c1cccc(Cl)c1)N1CCN(Cc2ccccc2F)CC1
 : -1%[46.1 µM]	-1%	-3%	0.0%	8%	-2%	5%	-7%
(12) COc1cc(CN(C(=O)c2ccccc2)c2ccccn2)cc(OC)c1OC
 : .	-7%	-1%	0.0%	.	0%	.	2%
(13) O=C(NCC1(c2ccccc2)CCCC1)c1cccc(Br)c1
 : ?	-3%	-12%	-1.1%	14%	7%	-8%	3%
(14) Cc1cc(O)cc(O)c1C(=O)OC1(C)C(=O)C=C2C=C(/C=C/C(=O)O)OC=C2C1=O (stereo not given)
 : .	-5%	-16%	-1.1%	?	-15%	-4%	-2%
(15) C#CCN(CC=C)C(=O)CCc1nnc(COc2ccccc2)o1
 : 4%	-2%	13%	0.5%	0%	8%	-3%	3%
(16) Cc1nn(-c2ccc(N3CCOCC3)nn2)c(C)c1CCC(=O)NCc1ccc(OC(C)C)cc1
 : .	-1%	-1%	1.1%	.	-3%	.	-3%
(17) CCN1CCN(CCNC(=O)C2CCCN(Cc3nc(-c4cccc(Cl)c4)oc3C)C2)CC1 (stereo not given)
 : 8%[46.1 µM]	0%	-8%	1.2%	2%	3%	0%	-2%
(18) CCCCNC(=O)C1CCN(S(=O)(=O)c2cc(Br)cc3c2N(C(=O)CC)CC3)CC1
 : .	-3%	-10%	-1.8%	.	1%	.	7%
(19) COc1ccc(C(=O)NC(C)c2nnc(SCC(=O)Nc3nc(C)cs3)n2C)cc1 (stereo not given)
 : 3%[46.1 µM]	-8%	-8%	0.0%	4%	3%	-3%	-9%
(20) COc1ccc2c(c1)nc(SCC(C)O)n2C (stereo not given)
 : 15%	-2%	-2%	-1.1%	8%	-1%	-1%	3%
(21) COc1ccc(N2C(=O)CC(NNC(=O)c3ccc(Br)s3)C2=O)cc1 (stereo not given)
 : 10%	-1%	-15%	-1.2%	-8%	-5%	2%	8%
(22) CSCC[C@H](NC(=O)OC(C)(C)C)c1nnc(SCc2ccccc2)o1
 : -17%[46.1 µM]	-5%	2%	3.7%	4%	4%	-11%	-6%
(23) CC(C)(CO)NC12CC3CC(CC(C3)C1)C2
 : 17%	-6%	-6%	0.9%	1%	-3%	7%	10%
(24) Cc1ccc(-c2nc3sc(CCNC(=O)c4ccco4)c(C)n3n2)cc1
 : .	-1%	-15%	1.4%	.	-9%	.	-7%
(25) O=C(COc1ccc(Cl)cc1)NCCN1CCCCC1
 : 22%	-1%	-5%	-1.5%	-2%	2%	2%	-1%
(26) CCN(CC)S(=O)(=O)c1cccc(C(=O)Nc2nnc(C)s2)c1
 : -8%	1%	0%	-2.9%	2%	-6%	8%	-10%
(27) O=C(c1ccc(S(=O)(=O)N2CCOCC2)cc1)N1CCN(c2cccc(Cl)c2)CC1
 : ?	-2%	-3%	-2.1%	-9%	4%	2%	-11%
(28) C#CCNC(=O)C1=C[C@H](c2csc3ccccc23)C[C@H](OCc2ccc(CO)cc2)O1
 : ?	-2%	-24%	5.7%	1%	2%	-2%	2%
(29) N/N=C/C(=N\Nc1ccc(Cl)cc1)C(=O)c1ccncc1
 : -14%	-5%	-20%	0.0%	-21%	2%	0%	-2%
(30) CC(=Nc1ccccc1O)c1sc2ccccc2c1O
 : ?	-2%	28µM*[quencher]	0.0%	-23%	18%	7%	-8%

A draw from above in order of heavy-atom count, rising:
Values in the order: NPSR antag	TexasRed fluor	Tau fluor cs	Epigenetic derep	CBFb-RUNX1 inh	Tau FP inhib	aGal spleen mod	TRb SRC2 PPI
(25) O=C(COc1ccc(Cl)cc1)NCCN1CCCCC1
 : 22%	-1%	-5%	-1.5%	-2%	2%	2%	-1%
(21) COc1ccc(N2C(=O)CC(NNC(=O)c3ccc(Br)s3)C2=O)cc1 (stereo not given)
 : 10%	-1%	-15%	-1.2%	-8%	-5%	2%	8%
(24) Cc1ccc(-c2nc3sc(CCNC(=O)c4ccco4)c(C)n3n2)cc1
 : .	-1%	-15%	1.4%	.	-9%	.	-7%

The listing picks up; the two compounds before the break are reprinted first.
nr | SMILES | NPSR antag | TexasRed fluor | Tau fluor cs | Epigenetic derep | CBFb-RUNX1 inh | Tau FP inhib | aGal spleen mod | TRb SRC2 PPI
29 | N/N=C/C(=N\Nc1ccc(Cl)cc1)C(=O)c1ccncc1 | -14% | -5% | -20% | 0.0% | -21% | 2% | 0% | -2%
30 | CC(=Nc1ccccc1O)c1sc2ccccc2c1O | ? | -2% | 28µM*[quencher] | 0.0% | -23% | 18% | 7% | -8%
31 | O=Cc1ccc(N2CCCC2)o1 | 3% | -1% | -3% | -1.0% | 6% | 4% | -5% | -1%
32 | COc1ccc(OC)c(NC(=S)N2CCN(Cc3ccccc3)CC2)c1 | 7% | -3% | -10% | -5.8% | -8% | 3% | 6% | 3%
33 | CCc1n[nH]c(=S)n1/N=C/c1ccc(NC(C)=O)cc1 | -14% | -4% | 3% | -0.1% | 7% | 4% | 7% | -6%
34 | Cc1cc(C)c2sc(C)[n+](CCCS(=O)(=O)[O-])c2c1 | -19% | -1% | -3% | -1.5% | 0% | 5% | -1% | 7%
35 | CCN(CC)N=Nc1ccc(S(N)(=O)=O)cc1 | -7% | 1% | -12% | -4.3% | -2% | ? | 4% | -4%
36 | OC(CNc1nc2ccccc2s1)c1ccccc1 (stereo not given) | -3%[46.1 µM] | -4% | -10% | 1.0% | -4% | 9% | -2% | -17%
37 | Cc1nc(-c2ccccc2)sc1CCNS(=O)(=O)c1ccccc1 | . | 0% | -24% | 1.1% | . | -13% | . | -6%
38 | O=C(NCc1ccc2c(c1)OCO2)c1cc(-n2cnnc2)ccc1Cl | 2%[46.1 µM] | -4% | -6% | -1.0% | 10% | 3% | 6% | 1%
39 | O=C(COC(=O)c1cccc2ccccc12)Nc1cccnc1Cl | 20% | 1% | -14% | -1.1% | -2% | 0% | -1% | -9%
40 | O=C(CS(=O)(=O)c1ccc2ccccc2c1)N1CCCCCC1 | -3% | -3% | -11% | 0.1% | 7% | 10% | -10% | -2%
41 | CCOC(=O)C1CCN(c2cc3c(cc2NC(=O)c2ccccc2Cl)n(C)c(=O)n3C)CC1 | . | -2% | -21% | 2.8% | . | 8% | . | 4%
42 | CC(C)C(NC(=O)c1cccnc1)C(=O)O (stereo not given) | -17% | -2% | 2% | -1.0% | 9% | 7% | 0% | 2%
43 | COc1ccc(OC)c(NC(=O)COC(=O)CCCN2C(=O)c3ccccc3C2=O)c1 | 5% | 2% | -12% | -1.9% | -2% | -5% | 0% | -3%
44 | CCC(C)NS(=O)(=O)c1ccc(NC(=O)C2CCCO2)cc1 (stereo not given) | -15% | -7% | -7% | 0.0% | ? | 1% | 0% | 2%
45 | COc1cc2nc(/C=C/c3ccc(N(C)C)cc3)sc2cc1SC | -20%[46.1 µM] | ? | ? | 11µM* | ? | 11% | -9% | -3%
46 | Cc1ccnc(N2C(=O)c3ccccc3C2Nc2ccc3c(c2)OCCO3)c1 (stereo not given) | -8%[46.1 µM] | -4% | -29% | 0.7% | -2% | 4% | -23% | -1%
47 | COc1ccc(Oc2cc(C)c3ccccc3n2)cc1 | -26%[46.1 µM] | 1% | -19% | -0.1% | 20% | -2% | 1% | 6%
48 | CC(C)c1cnc2c(c1SCc1cccc(C(F)(F)F)c1)c(=O)n(C)c(=O)n2C | . | -1% | -6% | -2.1% | . | -3% | . | -5%
49 | Cc1cccc(C)c1NC(=O)C1=C(O)c2ccccc2N(C)S1(=O)=O | 6%[46.1 µM] | -3% | -11% | -0.9% | 12% | -1% | 3% | -9%
